PhoP inhibition: inhibitors of PhoP regulon expression, primary screen, Salmonella Typhimurium, GFP reporter (AID 1863). S. Typhimurium PhoP-regulated promoter GFP reporter, 4 h; higher % means a stronger effect. one-dose inhibition, % at 50 µM; IC50 in µM for titrated hits. actives 0.16% (n = 300,000);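 active means inhibition over 29.93%, a cutoff 3 SD above the screen mean, later confirmed by dose response; inconclusive means inhibition over 29.93% but no dose response follow-up; inactive means inhibition at most 29.93% or unconfirmed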;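 further: 0% = low Mg2+ inducing control and 100% = high Mg2+ repressing control; strong numbers were not always called active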
LYP inhibition: PTPN22 lymphoid phosphatase activity blockers – biochemical, fluorescence intensity, uHTS (AID 1779); one-dose inhibition, % at 11.5 µM; IC50 in µM for titrated hits; actives 0.054% (n = 290,000); recombinant LYP phosphatase, fluorescence intensity; higher % means a stronger effect; in the data active means inhibition above about 50%;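 further: plate controls were vehicle with enzyme for no effect and no enzyme for full effect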
GPR55 antagonists: inhibition of LPI-stimulated GPR55 beta-arrestin translocation – imaging, U2OS, beta-arrestin-GFP, LPI agonist, primary screen (AID 2013) | U2OS GPR55 beta-arrestin-GFP translocation imaging, LPI antagonism; higher % means a stronger effect | inhibition, % at 10 µM, or IC50 in µM where a hit was titrated | actives 0.13% (n = 290,000);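 active means spots per cell inhibited over 60%, with over 100 cells counted and total cytoplasm intensity under 500,000; inconclusive means wells with under 100 cells, flagged as likely toxic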;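 further: U2OS cells stably carrying GPR55 and arrestin-GFP stimulated by 5 µM LPI near EC80; imaged beta-arrestin-GFP aggregate spots per cell after agonist stimulation; plate controls were LPI-stimulated DMSO wells for no effect and DMSO wells without LPI for full effect; some results filed as inactive read as strong as hits; confirmed hits need IC50 under 10 µM and bright autofluorescent wells are also inconclusive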
GPR35 antagonists: inhibition of zaprinast-stimulated GPR35 beta-arrestin translocation – imaging, U2OS, beta-arrestin-GFP, zaprinast agonist, primary screen (AID 2058); U2OS GPR35 beta-arrestin-GFP translocation imaging, zaprinast antagonism; higher % means a stronger effect; one-dose inhibition, % at 10 µM; IC50 in µM for titrated hits; actives 0.052% (n = 290,000);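 active means inhibition of at least 50% with at least 30 cells and total cytoplasm GFP at most 10,000,000; inconclusive means under 30 cells or total GFP of 10,000,000 plus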
NTR1 agonist: agonists of NTR1, primary screen, imaging, U2OS cells, beta-arrestin-GFP, high content (AID 493036); activation, % at 20 µM; NTR1-U2OS beta-arrestin-GFP spot imaging, agonist mode; actives 0.17% (n = 330,000); P30989;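 active means activation at or above 40% of the spot to cytoplasm intensity ratio, with at least 20 cells analyzed; inconclusive means wells under 20 cells, flagged as cytotoxic or low count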;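 further: 0% = DMSO without peptide and 100% = 100 nM NTR1 peptide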
Target sequence (P30989 whole entry, looked up): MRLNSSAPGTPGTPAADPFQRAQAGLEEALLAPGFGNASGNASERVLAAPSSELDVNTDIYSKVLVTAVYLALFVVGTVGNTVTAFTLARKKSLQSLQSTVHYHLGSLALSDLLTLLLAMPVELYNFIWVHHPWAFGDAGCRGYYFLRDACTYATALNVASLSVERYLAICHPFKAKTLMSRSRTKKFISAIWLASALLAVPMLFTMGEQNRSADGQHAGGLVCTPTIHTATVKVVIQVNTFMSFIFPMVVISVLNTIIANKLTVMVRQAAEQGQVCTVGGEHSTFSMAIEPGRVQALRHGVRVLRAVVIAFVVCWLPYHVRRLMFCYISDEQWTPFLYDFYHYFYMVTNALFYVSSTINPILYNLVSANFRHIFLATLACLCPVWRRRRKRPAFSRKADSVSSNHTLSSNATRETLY
MgcRacGAP inhibition: MgcRacGAP GTPase-activating activity inhibitors, confirmation, biochemical, ADP Hunter fluorescence | actives 0.6% (n = 340,000) | AID 624330 | inhibition, % at 30 µM, or IC50 in µM where a hit was titrated | MgcRacGAP-stimulated Rac1 GTP hydrolysis, ADP Hunter fluorescence; higher % means a stronger effect; GST-tagged Rac1 F28L mutant substrate;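 active means first-screen hits whose inhibition reached a set limit at any dose in the follow-up dose series; inconclusive means inhibition above the set first-screen limit but never retested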;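 further: fluorescence reports GDP produced by GAP-driven GTP hydrolysis; strong numbers were not always called active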
HIV peptide binding: inhibitors of HIV fusion peptide binding, primary screen, biochemical, uHTS, fluorescence dequenching (AID 1986); cell-free peptide binding, fluorescence dequenching, 30 min; higher % means a stronger effect; inhibition, % at 20 µM, or IC50 in µM where a hit was titrated; actives 0.3% (n = 290,000); in the data active means inhibition mostly above about 52%, no sharp cut-off; inactive means mostly below about 76%; further: some results filed as inactive read as strong as hits
Myeloid diff MLP: compounds promoting myeloid differentiation; ER-HoxA9 myeloid progenitors, lysozyme-GFP differentiation, flow cytometry; calls only at 10 µM; actives 1% (n = 360,000);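 active means normalized GFP-positive differentiation at or above the plate's own cutoff, the solvent-only control mean plus 3 SD; inconclusive means no clear call, values can overlap the other calls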;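 further: cells exposed to compound for four days before flow analysis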
Siah-1 displacement: Siah-1 peptide-binding antagonists, primary screen, biochemical, fluorescence polarization, rhodamine-plectin, uHTS (AID 1817); Siah-1 / rhodamine-plectin peptide fluorescence polarization; higher % means a stronger effect; actives 0.02% (n = 290,000); displacement, % at 20 µM; hits with a dose series show IC50 in µM;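 active means displacement of at least 50% at 20 µM, with a fluorescence ratio check between 0.3 and a set limit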;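 further: plate controls were Siah plus tracer with DMSO for no effect and tracer alone without Siah for full effect; strong numbers were not always called active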
NTR1 agonist cell count 20 µM: second read-out of NTR1 agonist, no call of its own (marks repeat the call); cell count; measured here: cell count, cytotoxicity flag
Myeloid diff MLP GFP+ MAC1+ %: also measured in Myeloid diff MLP; calls as there; GFP+ MAC1+ double positive, %; measured here: differentiation confirmed by MAC1 staining
An asterisk follows results filed as active; i = inactive; ? = inconclusive; . = no result given. This is a random part of the collection, and some 2.4% of all compounds hit somewhere here.

Below each compound: PhoP inhibition, LYP inhibition, GPR55 antagonists, GPR35 antagonists, NTR1 agonist, NTR1 agonist cell count 20 µM, MgcRacGAP inhibition, HIV peptide binding, Myeloid diff MLP, Myeloid diff MLP GFP+ MAC1+ %, Siah-1 displacement
Cc1cnc([N+](=O)[O-])n1CCOC(=O)NC(=O)c1cccc(F)c1
    5%, -7%, 5%, -17%, 1.1, 51, -1%, -0.2%, ., ., -5%
CCn1c2ccccc2c2cc(NC(=O)c3cc(C)on3)ccc21
    -8%, -2%, -22%, -1%, 16, 54, 1%, 2.4%, i, 0.6, 4%
CC(=O)Nc1nnc(SCC(=O)NC(C)(C)C)s1
    -1%, -5%, -12%, 6%, -1.4, 44, 5%, -0.7%, i, 2.7, -8%
CC(C)N(C(=O)CSc1nnc(Cc2ccc3c(c2)OCO3)n1C)C(C)C
    1%, -9%, 9%, -4%, 0.2, 52, 6%, 1.9%, i, 0.9, 2%
OC1CCN(Cc2cn(Cc3ccccc3)nc2-c2cc3ccccc3o2)CC1
    0%, -9%, 2%, 5%, 0.0, 44, 5%, -1.1%, ., ., 10%
O=C(O)c1ccn(COc2ccc(Br)cc2)n1
    0%, -5%, 13%, -7%, 0.3, 62, -8%, -2.2%, i, 0.6, -9%
Cc1onc(-c2ccccc2)c1C(=O)N1CCN(c2ncccn2)CC1
    5%, -9%, 11%, 19%, 0.8, 46, 3%, -1.6%, i, 0.8, -6%
CCOC(=O)c1c(C)[nH]c(C)c1C(=O)CSc1nc2ccccc2n1CCC#N
    14%, -4%, -12%, 5%, 0.3, 54, 3%, 0.2%, i, 2.0, 0%
CC(C(=O)Nc1ccc(C(N)=O)cc1)N1C(=O)c2ccccc2S1(=O)=O (centres undefined)
    -3%, ., ., ., -1.8, 54, -3%, ., i, 0.3, .
O=C(NCc1ccccc1)NCc1cccs1
    4%, -4%, 7%, 7%, 1.0, 30, 6%, 1.8%, i, 0.5, 9%
O=C1CN(C(=O)COC(=O)/C=C/c2ccc(S(=O)(=O)N3CCOCC3)cc2)c2ccccc2N1
    -11%, -6%, 10%, -7%, 3.8, 38, -4%, 1.4%, i, 0.3, -2%
CC1=CC2=NC(=O)/C(=C\c3cn(C)c4ccccc34)C(=N)N2O1
    -6%, -6%, 5%, -4%, 0.4, 84, 9%, 9.0%, i, 0.2, 4%
O=[N+]([O-])c1ccc(N/N=C/c2ccc[nH]2)cc1
    75µM*, 6%, 12%, 42%, ., ., 44µM*, 13%, ?, ., -5%
CCN(Cc1ccccc1)C(=O)CCS(=O)(=O)c1ccc2c(c1)NC(=O)CO2
    -5%, -3%, 6%, 7%, -0.9, 59, 9%, 2.5%, i, 0.7, -1%
COc1ccc(NS(=O)(=O)c2cc(NC(=O)C3CCCCC3)ccc2N2CCOCC2)cc1
    6%, 11%, 5%, -8%, 1.3, 28, 3%, 0.4%, i, 0.2, -2%
COc1cc(OC)c(NC(=O)CCNC(=O)Cn2cnc3ccccc3c2=O)cc1Cl
    4%, -2%, -1%, 0%, -0.5, 57, -3%, -2.5%, i, 0.9, -4%
O=S(=O)(Nc1ccccc1Br)c1cccs1
    2%, -5%, 1%, 6%, 2.5, 39, 3%, -0.5%, i, 0.0, 0%
O=C(CSc1nc2ccc([N+](=O)[O-])cc2[nH]1)NCCc1ccccc1
    2%, -4%, -14%, 1%, 1.1, 78, 5%, 0.3%, i, 1.4, -5%
Cc1nn(-c2ccccc2)c(=O)c2ccccc12
    5%, 4%, -2%, 1%, 1.9, 64, 3%, 0.5%, i, 0.2, -4%
O=C(NCc1ccccc1)C12CN(Cc3ccccc3)CC1C(c1cccc([N+](=O)[O-])c1)=NO2 (centres undefined)
    7%, 2%, 7%, -13%, 0.7, 70, 0%, -2.3%, i, 4.0, 3%
CSCCC(NC(=O)c1ccccc1Br)C(=O)NCCCn1nc(C)cc1C (centres undefined)
    0%, ., ., ., 1.5, 57, 3%, ., i, 0.5, .
COC(=O)Cc1ccc(O)c(N)c1
    4%, -7%, -1%, 1%, -1.0, 27, ?, -0.3%, i, 0.5, -4%
CCn1c(C)nnc1SCC(=O)Nc1ccccc1Cl
    -5%, -7%, 6%, -2%, 0.8, 61, 13%, 0.6%, i, 0.9, 4%
CCOc1cc(N2CCOCC2)c(OCC)cc1NC(=O)c1ccc(S(C)(=O)=O)cc1
    -7%, -1%, 7%, -3%, -0.3, 60, 5%, 1.4%, i, 0.2, 3%
Cc1c(NC(=O)OCCNC(=O)COc2ccc(Cl)cc2Cl)sc(=S)n1C
    -2%, -7%, 4%, -2%, 1.8, 45, 7%, -2.3%, i, 0.4, -2%
CC(=O)N1CCN(c2ccc([N+](=O)[O-])c(NCc3cccnc3)c2)CC1
    -2%, 7%, -9%, 4%, 1.4, 32, 5%, 0.4%, i, 0.5, -5%
CN1C(=S)SC(N2OC3C(=O)N(c4ccccc4)C(=O)C3C2c2ccc(Cl)cc2)C1(C)C (centres undefined)
    15%, -1%, -3%, -2%, -1.4, 58, 3%, 5.1%, i, 0.5, 3%
Nc1nc(CSc2nnc(-c3cccc(F)c3)n2-c2ccccc2)nc(N2CCOCC2)n1
    3%, -5%, -5%, 12%, 0.4, 40, 7%, -1.8%, i, 1.2, 4%
Cc1cccc(N(C(=O)CNC(=O)c2ccco2)C(C(=O)NC2CCCC2)c2ccncc2)c1C (centres undefined)
    3%, -7%, 2%, 3%, 0.6, 48, -3%, 0.4%, i, 1.2, 9%
CC(C)CC(NC(=O)c1ccc(Cl)cc1)C(=O)OCC(=O)c1ccc2c(c1)NC(=O)CO2 (centres undefined)
    16%, -8%, -6%, 0%, 4.9, 57, 3%, 1.6%, i, 4.0, 0%
COc1cccc(NC(=O)CSCC(=O)O)c1
    8%, -7%, 13%, -6%, 1.3, 86, -2%, 4.6%, i, 1.6, 2%
O=C(/C=C/c1cccc([N+](=O)[O-])c1)Nc1ccccn1
    -3%, 1%, -10%, 3%, 1.6, 46, 6%, 0.2%, i, 0.0, 5%
CC(C)(C)OC(=O)N1CCC(c2c(C(=O)N3CCN(C4CCCCC4)CC3)cnn2-c2ccccc2)CC1
    8%, -9%, 10%, 16%, 0.7, 64, 2%, -2.1%, i, 0.9, 1%
O=C(NCN1CCCCC1)c1cnccn1
    -7%, 0%, 18%, -8%, 1.3, 33, 13%, 0.7%, i, 0.7, 15%
COc1ccc(C)cc1-n1nnnc1SCC(=O)NC(=O)NCc1ccco1
    1%, 4%, 1%, 17%, -0.5, 35, 5%, 4.6%, i, 2.3, -10%
Cc1cccc(OCC(=O)Nc2ccc3c(C)cc(=O)oc3c2)c1
    -11%, -2%, 4%, -11%, 1.5, 55, -3%, 0.9%, i, 0.3, 7%
NC(=O)CC(NC(=O)c1ccccc1)c1ccc(NCc2ccccn2)c([N+](=O)[O-])c1 (centres undefined)
    0%, -9%, 17%, 16%, -1.2, 93, 6%, 2.2%, i, 0.7, -3%
c1ccc(C[C@H]2CNCCN2CC2(c3ccccc3)CC2)cc1
    9%, ., ., ., -3.3, 95, 3%, ., i, 2.7, .
Cc1cccc(CN2CCC(C(=O)Nc3ccc(Oc4cccnc4)cc3)CC2)c1
    -3%, -7%, 1%, -8%, -0.4, 48, 8%, 0.1%, i, 0.4, 8%
CCOC(=O)C1CCN(C(=O)c2ccccc2NS(=O)(=O)c2ccc(F)c(F)c2)CC1
    -2%, -5%, -9%, 12%, 2.1, 53, 5%, 2.1%, i, 0.6, -1%
Cc1cccc(OCCCC(=O)Nc2nccs2)c1
    ., -5%, 8%, 2%, 0.9, 34, 10%, 1.9%, ., ., 3%
Oc1cccc(-c2nc3c4c(ncn3n2)-c2ccccc2CC42CCCC2)c1
    6%, 5%, 27%, 9%, 44*, 79*, 11%, -3.0%, i, 1.3, 4%
C#CC[N+](C)(C)C(C#Cc1ccccc1)CC=C (centres undefined)
    12%, -10%, 24%, 2%, -0.7, 55, 6%, 2.1%, i, 0.8, 3%
CCn1cc(C(=O)NC2CCc3ccccc32)c(=O)c2ccc(C)nc21 (centres undefined)
    -3%, 4%, 0%, 0%, ., ., ., 0.6%, ., ., 9%
CCc1nnc(NC(=O)CCC(=O)Nc2ccccc2)s1
    -6%, -8%, 6%, 1%, 1.0, 47, -2%, 0.6%, i, 0.3, 1%
NC1=NC[C@H](CC2CCCCC2)N1CCc1cc(C(F)(F)F)cc(C(F)(F)F)c1
    6%, -18%, 1%, -7%, 5.9, 57, 4%, 0.6%, i, 1.6, 14%
CC1CCN(C(=O)Cn2nnc(-c3ccc([N+](=O)[O-])cc3)n2)CC1
    1%, -6%, -10%, -3%, 1.3, 59, 9%, -0.5%, i, 0.6, 8%
CCCCN(C1CCS(=O)(=O)C1)S(=O)(=O)c1cc(C)ccc1C (centres undefined)
    1%, ., ., ., -0.7, 52, 3%, ., i, 1.0, .
CC(NS(=O)(=O)c1ccccc1)c1n[nH]c(=S)n1-c1ccccc1 (centres undefined)
    -12%, -4%, -16%, -5%, 1.1, 56, 11%, 0.6%, i, 0.0, 2%
CC(=O)N1CCN(C(=O)CCc2nnc(CCCCc3ccccc3)o2)CC1
    -1%, -2%, -12%, -3%, -1.1, 35, 2%, 0.2%, i, 0.4, -2%
O=C1/C(=C/c2ccco2)SC(=S)N1C1CCS(=O)(=O)C1 (centres undefined)
    3%, -7%, 11%, -9%, 0.4, 61, 14%, 40%, i, 0.3, 12%
CCc1ccc(NC(=O)c2ccccc2NC(=O)C2CCCO2)cc1 (centres undefined)
    9%, -4%, 3%, -12%, 1.1, 57, 14%, -0.5%, i, 5.5, -2%
N#CC(c1nc2ccccc2nc1OCCO)S(=O)(=O)c1ccccc1 (centres undefined)
    -13%, -3%, 1%, 8%, 0.0, 59, 12%, 5.7%, i, 1.4, -3%
Cc1cc(/C=N/n2cnnc2)c(C)n1-c1cc(Cl)ccc1Cl
    -6%, -4%, 6%, -2%, -0.3, 50, 5%, -1.9%, i, 4.8, 0%
Cc1noc(C)c1CSc1nc2cc(S(=O)(=O)N3CCOCC3)ccc2o1
    -14%, -3%, 0%, 6%, -0.5, 57, 13%, -1.4%, i, 0.7, 0%
COc1ccccc1NCCC(=O)OCC(=O)NC1CCCC(C)C1C (centres undefined)
    -9%, 5%, 6%, -1%, -0.6, 86, 14%, -2.1%, i, 0.3, -4%

Screening data deposited in PubChem BioAssay by several laboratories.
